# AmpC det inh: inhibitors of E. coli AmpC beta-lactamase with detergent. purified AmpC, nitrocefin hydrolysis with detergent. Potency, µM (titrated, usually from 28.7 µM), for the others: at the highest dose activity change, negative = inhibition. 0.09% of 71,000 active. AID 584; active = well fitted curve in the direction sought with a large enough effect
# Target sequence (P00811 whole entry, looked up): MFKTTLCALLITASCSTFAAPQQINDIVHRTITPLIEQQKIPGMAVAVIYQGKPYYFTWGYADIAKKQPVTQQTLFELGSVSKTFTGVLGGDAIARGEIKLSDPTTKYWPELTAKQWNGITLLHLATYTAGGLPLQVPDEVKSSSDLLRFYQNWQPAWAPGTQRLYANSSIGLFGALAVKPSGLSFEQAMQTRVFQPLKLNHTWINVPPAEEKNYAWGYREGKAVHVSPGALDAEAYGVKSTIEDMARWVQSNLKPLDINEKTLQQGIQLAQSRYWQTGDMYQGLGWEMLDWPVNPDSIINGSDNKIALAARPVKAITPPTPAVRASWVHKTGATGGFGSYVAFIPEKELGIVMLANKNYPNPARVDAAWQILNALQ
#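 E. coli AmpC (5.3 nM) in 20 mM phosphate pH 7.0 with 0.01% Triton X-100, preincubated 15 min RT with compound; nitrocefin (2 uL of 800 uM stock) hydrolysis followed by 480 nm absorbance every 20 s over 4 min.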
# Numbers without * were called inactive; & = joins results of further samples; [ ] = dose if it differs, or a comment. % is set by controls: 0 for no effect and ±100 for the full control effect; potency is the fitted concentration of half-maximal effect. This is a subset (hit frequency here may not be typical).
SMILES,AmpC det inh
COc1cc(/C=N/n2cnnc2)ccc1OC(=O)c1ccncc1,5.2%
O=C(Nc1cccnc1)c1cccs1,-6.7%
COc1cccc(-c2nccc(NCc3cccnc3)n2)c1,-7.0%
COC(=O)c1c(NC(=O)CN2CCN(c3ccccc3)CC2)c2c(C)cccc2n1C,-0.6%
CC1(C)CC(=O)c2sc(NC(=O)CN3C(=O)CCC3=O)nc2C1,12.8%
CC1=C(C(=O)Nc2ccccc2)SCCO1,-3.0%
CC(OC(=O)c1cc2sccc2n1C)C(=O)NCc1ccc2c(c1)OCO2 (stereo unspecified),15.1%
O=C(O)C1C2C=CC(C2)C1C(=O)OCc1ccccc1 (stereo unspecified),-1.0%
COc1ccc2c(c1)C(=O)N(c1ccccc1OC)C(=O)C2(C)C,-1.3%
Cc1ccc(S(=O)(=O)Cn2nnnc2CN(Cc2ccco2)Cc2cccs2)cc1,-1.8%
Cc1cccc(C)c1OCC(=O)Nc1cccc(NC(=O)c2ccco2)c1,-13.4%
Cc1ccc(Cl)cc1N1CCN(C(CC(C)C)c2nnnn2CC2CCCO2)CC1 (stereo unspecified),3.7%
CC(C)(C)CC(C)(C)c1ccc(OCCOCC[N+](C)(C)Cc2ccccc2)cc1,4.7%
COc1ccc(NC(=O)CN2CCN(C3c4ccccc4-c4ccccc43)CC2)c(OC)c1,19.7%
CN(C)C(=O)CSc1nnc(C23CC4CC(CC(C4)C2)C3)o1,-4.9%
COC(=O)CCCCCN1C(=O)NC(CC2CC2)C(C(=O)OCc2ccccc2)=C1C (stereo unspecified),11.5%
O=c1c(/C=N/O)coc2ccc3ccccc3c12,-3.1%
CCn1c(N2CCN(CC(=O)Nc3cccc(C)c3C)CC2)nc2ccccc21,-3.1%
COCCN1C=C(C(=O)OC)C(c2ccc(OC)c(OC)c2)C(C(=O)OC)=C1,4.6%
O=C(C1CCN(S(=O)(=O)c2cnc[nH]2)CC1)N1CCN(c2ncccn2)CC1,12.0%
Cc1nc2cnc(Nc3ccccc3)nc2n(Cc2cccs2)c1=O,-2.0%
C=C1C/C(=C\C)C(=O)O[C@@H]2CCN3CC=C(COC(=O)[C@]1(C)O)[C@H]23,-3.0%
C=CCOn1c(=O)c(=O)n(OCc2ccccc2)c2ccccc21,9.2%
Cc1c(C(=O)O)[nH]c2c1C(=O)CC(c1ccccc1)C2 (stereo unspecified),-4.2%
COc1ccc(C(=O)Nc2ccc(S(=O)(=O)Nc3nccnc3OC)cc2)cc1OC,5.9%

# (more compounds)
SMILES,AmpC det inh
Cc1ccc(-n2ncc(C(=O)NCc3ccc4c(c3)OCO4)c2NC(=O)c2ccco2)cc1C,-4.7%
O=C(NCc1cccnc1)C1c2ccccc2C(=O)N1Cc1ccco1 (stereo unspecified),-1.1%
O=c1cnc2cnc(OCc3ccccc3)nc2n1CCc1ccccc1,0.1%
O=C(Oc1ccnc2cc(Cl)ccc12)N1CCCCCC1,-1.6%
COCCCn1c(SCc2cc(=O)[nH]c3ccccc23)nnc1-c1ccco1,-5.9%
O=c1[nH]c(=O)n(Cc2ccccc2)c(O)c1C=Nc1ccc(CN2CCOCC2)cc1,12.1%
CC1CCN(CC(=O)N2c3ccccc3CCc3ccccc32)CC1,-0.9%
Cn1c(=O)oc2cc(S(=O)(=O)NCc3ccccn3)ccc21,10.9%
CN1CC[C@@]23CCCC[C@@H]2[C@@H]1Cc1ccc(O)cc13,1.8%
O=C(NC1CCCCCC1)c1nnc(Cc2ccc(Cl)cc2)o1,9.9%
CCc1c(C)nc(SCCOc2ccc(OC(C)C)cc2)[nH]c1=O,-6.2%
COc1ccc(C(c2nnnn2C(C)(C)C)N2CCN(C)CC2)cc1OC (stereo unspecified),19.6%
O=C1C=C(c2ccccc2)C(O)(c2ccccc2)C1 (stereo unspecified),1.2%
COc1ccc(-c2noc(CCC(=O)Nc3ccc(C)c(C)c3)n2)cc1,1.3%
Cc1ccc2oc(=O)c3cnn(CC(=O)NCCCOC(C)C)c3c2c1,2.6%
COc1ccc(Cn2nnnc2CN(Cc2cc3cccc(C)c3[nH]c2=O)C2CCCC2)cc1,6.7%
O=C(Cn1cnc2c(cnn2-c2ccccc2)c1=O)NC1CCCC1,9.0%
O=C(c1ccc(=O)[nH]c1)N(Cc1ccco1)C1(C(=O)NC2CCCC2)CCCCC1,17.4%
CCOc1ccc(NC(C)c2cc(Cl)ccc2O)cc1 (stereo unspecified),-4.5%
CS(=O)(=O)Nc1cccc(-c2cncnc2Nc2ccc(F)cc2)c1,6.3%
COc1cccc(-c2cc(NCc3ccccc3OC)ncn2)c1,10.1%
Nc1cc2c(nc3c4ccccc4c(N)cc3[n+]2-c2cccc3ccccc23)c2ccccc12 (tested in a mixture with another compound),-7.4%[5.75 µM]
O=C(CCCCn1c(=O)[nH]c2ccsc2c1=O)NCC1CCCO1 (stereo unspecified),7.7%
Cc1noc(C)c1C(=O)NC(C)C1CCCO1 (stereo unspecified),0.2%
O=C(CSCc1ccc(Cl)cc1)c1ccco1,17.0%

# Other results
SMILES,AmpC det inh
Cc1onc(-c2ccccc2Cl)c1C(=O)Nc1cc(=O)n(C)c(=O)n1C,-9.3%
CCN(C(=O)c1cn(C)c(=O)c2cc(OC)c(OC)cc12)c1ccccc1C,12.1%
CNC(=O)n1ccc(C(=O)N2CCCCC2)n1,0.1%
COc1ccc(C)cc1NC(=O)c1cc2c(C)nc3ccccc3c2o1,8.8%
COCCCNC(=O)c1cc2c(s1)CS(=O)(=O)C2,-4.7%
O=C(O)C(F)(F)C(F)(F)C(F)(F)C(F)(F)C(=O)O,-1.2%[5.75 µM]
COc1ccccc1CN1CCCC2(CCN(C(=O)c3ccco3)CC2)C1,0.0%
CC1(C)CC(=O)c2c(noc2-c2ccccc2)C1,7.8%
Cc1cc(NC(=O)c2cnccn2)no1,9.7%
COc1ccc(C2CC(c3ccco3)n3ncnc3N2)cc1 (stereo unspecified),8.4%
CCSc1nnc(NC(=O)CSc2nccn2-c2cccc(C)c2C)s1,-3.4%
COC(=O)c1sc(NC(=O)C2CCCCC2C(=O)O)c(C(=O)OC)c1C (stereo unspecified),3.3%
COc1ccc(OC)c(C(=O)c2ccc(C(=O)O)cc2)c1,5.5%
CCSc1nc2c(cnn2-c2ccc(C)cc2)c(=O)[nH]1,10.2%
O=C(CCNS(=O)(=O)c1ccc2c(c1)CCC(=O)N2)Nc1ccc2c(c1)OCCO2,12.6%
Cc1ccc(-n2nnnc2SCC(N)=O)c(C)c1,-7.7%
CC1(C)Oc2ccc(C(=O)N3CCCCC3)cc2N(CC(=O)NCc2ccccc2)C1=O,9.8%
CCOC(=O)N1CCN(C(=O)c2cccc(OC)c2OC)CC1,-2.1%
CC(=O)c1cccc(N2C(=NC(=O)C(C)C)SC3CS(=O)(=O)CC32)c1 (stereo unspecified),-1.6%
CCOC(=O)c1c(C)[nH]c(C(=O)CN2CC(C)OC(C)C2)c1C (stereo unspecified),-1.3%
NNS(=O)(=O)c1cc(C(=O)O)cc(C(=O)O)c1,-1.2%[5.75 µM]
CCCCN1C(=O)c2ccc(C(=O)Nc3cccnc3)cc2C1=O,-6.3%
N#Cc1c(SCC(=O)Nc2nccs2)nc2c(c1-c1ccco1)CCCC2,-2.0%
C=CCn1c(C(C)NC(=O)CC)nc2ccccc21 (stereo unspecified),-0.1%
COc1ccc(NC(=O)CN2C(=O)CC(C)(C)S(=O)(=O)c3ccccc32)cc1,12.8%

# A portion of the results above, as a working copy:
SMILES,AmpC det inh
CCCCN1C(=O)c2ccc(C(=O)Nc3cccnc3)cc2C1=O,-6.3%
N#Cc1c(SCC(=O)Nc2nccs2)nc2c(c1-c1ccco1)CCCC2,-2.0%
C=CCn1c(C(C)NC(=O)CC)nc2ccccc21 (stereo unspecified),-0.1%
COc1ccc(NC(=O)CN2C(=O)CC(C)(C)S(=O)(=O)c3ccccc32)cc1,12.8%

# Carrying on:
SMILES,AmpC det inh
CC(OC(=O)c1cccs1)C(=O)NCc1ccc2c(c1)OCO2 (stereo unspecified),-2.4%
COCC(=O)Nc1nnc(Cc2ccc(OC)c(OC)c2)s1,1.0%
O=C(CCN1C(=O)C2C3C=CC(C3)C2C1=O)Nc1c(F)cc(F)cc1Br (stereo unspecified),-2.1%
Cc1nc(N)sc1CCN,-0.9%
CCn1c(SCC(=O)Nc2cccc(C)c2)nc2c(c1=O)SC(C)C2 (stereo unspecified),9.8%
O=C(NCCCN1CCOCC1)c1cc(-c2cccs2)on1,-3.2%
Cc1ccc(Cn2ccc(NC(=O)c3cc(-c4ccco4)on3)n2)cc1,-3.6%
CCCc1cc(COC)c(C#N)c(=O)[nH]1,-6.3%[5.75 µM]
CC(=O)Nc1ccc(S(=O)(=O)CCC#N)cc1,2.8%
CN(C)CCN1C(=O)CC[C@]2(C)C1=CC[C@@H]1[C@@H]2CC[C@]2(C)[C@H]1CC[C@]2(C)O,-3.6%[5.75 µM]
Cc1ccc(O)c(NC(=O)c2cccc(NC(=O)c3ccco3)c2)c1,-8.3%
COC(=O)N1CCC[C@@]2(CCN(C(=O)Nc3ccccc3)C2)C1,-2.1%
C#CCOC(=O)NC(/C=C/CCCC)c1ccccc1 (stereo unspecified),-3.0%
Cc1nc2ccc(S(=O)(=O)NCC(=O)NCCN3CCCCCC3)cc2s1,-1.2%
C#CC(C)(CC)NC(=O)c1cc(OC)c(OC)c(OC)c1 (stereo unspecified),3.1%
Oc1ccccc1,9.7%
O=C(COC(=O)c1n[nH]c2ccccc12)NC(=O)NCc1ccco1,-0.1%
Cc1cccc(NS(=O)(=O)c2cccs2)n1,-7.6%
N#Cc1cccc(NC(=O)N2CC[C@@]3(CCCN(S(=O)(=O)c4ccccc4)C3)C2)c1,3.8%
CCCCOC(=O)Cn1c(=N)n(CCC)c2ccccc21,-3.4%
Nc1nc(CSc2nc3ccccc3[nH]2)nc(N2CCOCC2)n1,-4.7%
CCn1c(C)csc1=NC(=O)c1ccccc1O,-5.1%
Cc1cccc(N2CCN(S(=O)(=O)c3ccc4c(c3)c(=O)n(C)c(=O)n4C)CC2C)c1 (stereo unspecified),-2.1%
NC1CCCCC1N=Cc1c(O)n(Cc2ccc(F)cc2)c(=O)[nH]c1=O (stereo unspecified),0.1%
COc1ccc2cc(S(=O)(=O)N3CCOCC3)ccc2c1,8.0%

# Part of the list above in a different format:
smiles | AmpC det inh
Cc1ccc2oc(=O)c3cnn(CC(=O)NCCCOC(C)C)c3c2c1 | 2.6%
COc1ccc(Cn2nnnc2CN(Cc2cc3cccc(C)c3[nH]c2=O)C2CCCC2)cc1 | 6.7%
O=C(Cn1cnc2c(cnn2-c2ccccc2)c1=O)NC1CCCC1 | 9.0%
O=C(c1ccc(=O)[nH]c1)N(Cc1ccco1)C1(C(=O)NC2CCCC2)CCCCC1 | 17.4%
CCOc1ccc(NC(C)c2cc(Cl)ccc2O)cc1 (stereo unspecified) | -4.5%
CS(=O)(=O)Nc1cccc(-c2cncnc2Nc2ccc(F)cc2)c1 | 6.3%
COc1cccc(-c2cc(NCc3ccccc3OC)ncn2)c1 | 10.1%

# (cont.)
SMILES,AmpC det inh
CC(=O)C1=C(C)Nc2ncnn2C1c1ccccc1Cl (stereo unspecified),-1.5%
CCc1ccc(OCC(=O)Nc2ccc(-c3nc4ccccc4o3)c(O)c2)cc1,-3.0%
CCC(c1nnnn1Cc1ccco1)N(Cc1cc2cc(C)cc(C)c2[nH]c1=O)CC1CCCO1 (stereo unspecified),1.4%
CCN(CC)S(=O)(=O)c1cccc(C(=O)OCc2cc(=O)n3nc(C)sc3n2)c1,-5.2%
COc1cc2c(C(=O)NCc3ccccn3)cn(CC(C)C)c(=O)c2cc1OC,9.9%
Cc1cc(OCC(=O)N(C)C)c2c(-c3ccccc3)cc(=O)oc2c1,10.4%
CCCSc1nc(C)cc(=O)[nH]1,-2.8%
COC(=O)[C@@]1(Cc2ccc(F)cc2)[C@H]2c3cc(C(=O)N4CCCC4)n(Cc4ccc(C)o4)c3C[C@H]2CN1C(=O)c1ccccc1,-4.6%
CCC(=O)N1CCc2cc(S(=O)(=O)NC(C(=O)N3CCc4ccccc4C3)C(C)C)ccc21 (stereo unspecified),-4.9%
CC12CC1(C)C(=O)N(c1cc(Cl)cc(Cl)c1)C2=O (stereo unspecified),13.4%
O=c1c2c3nc4ccccc4nc3n(/N=C/c3cccs3)c2ncn1-c1ccccc1,14.3%
O=[N+]([O-])c1cccc2c(Br)[nH]nc12,-8.6%&-0.2%
C=CCNC(=O)CN1CCC(O)(c2ccccc2)CC1,0.7%
COc1ccc(Cn2nnnc2C(c2cccs2)N2CCN(c3ccccc3)CC2)cc1 (stereo unspecified),-4.4%
Cc1cccc(NC(=O)NCCN2C(=O)C3C4C=CC(C4)C3C2=O)c1 (stereo unspecified),11.2%
O=C(NCSc1ccncn1)c1ccccc1,1.5%
COc1ccc(CCNC(=O)c2cc(-c3cccs3)on2)cc1OC,-1.5%
Cc1ccccc1-c1nc2cc(N)ccc2o1,6.0%
CCN(CC)CCCN1C(=O)C(O)=C(C(=O)c2cc3ccccc3o2)C1c1ccccn1 (stereo unspecified),-1.9%
CC(NC(=O)Cn1cnnn1)C12CC3CC(CC(C3)C1)C2 (stereo unspecified),-0.8%
Cc1cc(C)nc(-n2nc(C)cc2NC(=O)COC(=O)CCC(=O)c2cccs2)n1,-10.1%
O=C(COC(=O)c1cccnc1Nc1ccccc1F)NCc1ccc2c(c1)OCO2,-2.8%
O=C(c1ccco1)N1CCN(C(=O)C2Cc3ccccc3CN2S(=O)(=O)c2ccc(F)cc2)CC1 (stereo unspecified),-3.4%
O=C(CN1C(=O)c2cccc3cccc1c23)N1CCc2ccccc2C1,-6.1%
CC(C)=CC(=O)Nc1ccc2c(c1)OCO2,-6.3%
O=C(COc1ccc(F)cc1Br)NCc1ccccn1,0.7%
CCCCCCCC/C=C\CCCCCCCC(=O)NCCO,-9.2%&-4.5%
Cc1cccc(OCCOCCSc2ncccn2)c1,4.7%
N#CCCN1CCN(C(CNS(=O)(=O)c2ccc(Cl)cc2)c2ccccc2)CC1 (stereo unspecified),-2.1%
CCOC(=O)N1CCN(S(=O)(=O)c2ccc3c(c2)SC(C)C(=O)N3)CC1 (stereo unspecified),1.1%

# Source: PubChem BioAssay (National Center for Advancing Translational Sciences (NCATS))
